From PubChem BioAssay
SRC1 TRFRET art: TR-FRET detection interference compounds, primary screen, artefact control for PPARgamma SRC-1 recruitment agonists, biochemical, TR-FRET emission ratio. AID 1051, 2008. hit rate 0.34% among 99,000. TR-FRET ratio at 8 µM. TR-FRET detection artefact counter-screen; hits give high values; in the data active means TR-FRET ratio above about 2300; further: inactives centre near 1800
SRC3 TRFRET art: TR-FRET detection interference compounds, artefact control for PPARgamma SRC-3 recruitment agonists, biochemical, TR-FRET ratio | TR-FRET artefact counter-screen, PPARgamma/SRC-3 format; hits give high values | TR-FRET ratio at 8 µM | hit rate 0.39% among 99,000 | AID 1048, 2008; in the data active means TR-FRET ratio above about 2000; further: inactives centre near 1600
* = called active by the depositor. A portion of the library; the hit share may differ from the screen's.

item | compound | SRC3 TRFRET art | SRC1 TRFRET art
1 | O=C(Cn1cc([N+](=O)[O-])cn1)NCc1ccco1 | 1384 | 1537
2 | [O-]/C(=C(\C(=S)Nc1cccc2ccccc12)[n+]1ccccc1)c1ccc(OC(F)F)cc1 | 1578 | 1795
3 | CCCSc1nnc(NC(=O)Cc2ccc(OC)c(OC)c2)s1 | 1536 | 1649
4 | CCN(CC)c1ccc(C(=O)NNC(=O)CCl)cc1 | 1331 | 1690
5 | CC(C)(C)NC(=O)c1c(F)c(F)c(F)c(F)c1F | 1670 | 1675
6 | CC(=O)NC(=S)Nc1ccc2oc(-c3cc(F)c(F)cc3Cl)nc2c1 | 1503 | 1974
7 | O=S(=O)(c1cccc(-c2n[nH]c(=S)n2C2CCCC2)c1)N1CCOCC1 | 1637 | 1801
8 | COc1ccc(C)cc1NC(=O)NCc1ccco1 | 1790 | 1796
9 | O=C(C1=C[C@@H](c2csc3ccccc23)C[C@@H](OCCCCO)O1)N1CCN(Cc2ccc3c(c2)OCO3)CC1 | 1659 | 1598
10 | Cc1cc(C)n(-c2ccc(C(F)(F)F)cc2[N+](=O)[O-])n1 | 1461 | 1626
11 | COc1ccc(S(=O)(=O)N2CCOCC2)cc1NC(=O)COc1ncnc2ccccc12 | 1657 | 1828
12 | O=C(NNC(=O)c1ccccc1[N+](=O)[O-])c1cccs1 | 1651 | 1761
13 | CN(C)CCCN1C(=O)c2cccc3c([N+](=O)[O-])ccc(c23)C1=O | 1512 | 1601
14 | CCC(C)NC(=O)[C@H](CSCc1ccccc1)N1Cc2ccccc2C1=O (stereo partly specified) | 1597 | 1716
15 | COc1ccccc1CN1CCNC(=O)C1CC(=O)NCc1cn(C)nc1C (stereo unspecified) | 1686 | 1939
16 | Cc1[nH]c2ccccc2c1N=Nc1cc(C(=O)O)cc(C(=O)O)c1 | 1505 | 1797
17 | COC(=O)c1cccc(OCC(O)Cn2ccnc2)c1 (stereo unspecified) | 1556 | 1681
18 | COCCNC(=O)c1cc(C)ccc1C | 1536 | 1607
19 | CCOc1ccc(CC(=NCCc2ccccc2)C2=C(O)CC(C)(C)CC2=O)cc1OCC | 1612 | 1979
20 | S=C1NCN(Cc2ccccc2)CN1C1CCCCC1 | 1712 | 2003
21 | O=C(NCCCO)/C(=C/c1ccc(-c2cccc([N+](=O)[O-])c2)o1)NC(=O)c1ccccc1 | 1731 | 2229
22 | CC(=O)c1ccc(NC(=S)Nc2ccc3cn[nH]c3c2)cc1 | 1653 | 1906
23 | COc1cccc(C2CC(=O)Nc3c2c(=O)[nH]c2ncnn32)c1 (stereo unspecified) | 1699 | 1797
24 | O=C1OCCC1Sc1nnc(-c2ccco2)n1-c1ccccc1 (stereo unspecified) | 1486 | 1735
25 | CCOC(=O)/C(C#N)=C\c1cc(OC)c(OC)cc1[N+](=O)[O-] | 1687 | 1545
26 | O=C(COC(=O)c1cc(=O)c2ccccc2o1)NCC1CCCCC1 | 1374 | 1804
27 | CC(C)Oc1ccc(CCN=C(N)N=C(N)N)cc1Cl | 1273 | 1633
28 | O=C1c2ccccc2C(=O)N1/N=C/c1ccc(Oc2ccc([N+](=O)[O-])cn2)cc1 | 1445 | 1671
29 | CCCC(=O)O[C@]1(C(=O)CO)CC[C@H]2[C@@H]3CCC4=CC(=O)CC[C@]4(C)[C@H]3[C@@H](O)C[C@@]21C | 1693 | 2018
30 | Cc1cccc(C(=O)N2CCC(=O)N(C(COCc3ccc(Cl)cc3)Cc3ccccc3)CC2)c1 (stereo unspecified) | 1401 | 1914
31 | CCOc1cc(C(=O)Nc2ccc(S(=O)(=O)NC3=NCCCCC3)cc2)cc(OCC)c1OCC | 1461 | 1811
32 | CCOCCCNC(=S)NCCCNc1nc2c(C)cc(C)cc2cc1C#N | 1563 | 1859
33 | CC1=NN(C(=S)Nc2ccccc2)C(c2ccccc2)C1 (stereo unspecified) | 1440 | 1530
34 | CC1CCc2c(sc3nc(CSc4n[nH]c(N)n4)[nH]c(=O)c23)C1 (stereo unspecified) | 1588 | 1864
35 | CCCn1c2ccc(F)cc2c2nnc(NN)nc21 | 1415 | 1638
36 | N/C(=N\OC(=O)CCc1ccccc1)c1cccnc1 | 1728 | 2030
37 | Cc1ccc2cc(CCNC(=O)C(=O)c3c(C)[nH]c4ccccc34)c(=O)[nH]c2c1 | 1547 | 1978
38 | COc1ccc(C2CC(c3cccs3)=NN2C(=O)CSc2nncs2)cc1OC (stereo unspecified) | 1582 | 1518
39 | COc1cc2c(cc1OC)[C@@H]1Cc3cc4c(cc3[C@H](C2)N1C)OCO4 | 1731 | 1655
40 | Clc1ccc(-c2nnc(COc3ncnc4sccc34)o2)cc1 | 1682 | 1905
41 | O=C(/C=C/c1cn(CC(O)CN2CCCCCC2)c2ccccc12)c1cccs1 (stereo unspecified) | 1794 | 1943
42 | O=C(Cn1nc(-c2cccc(Cl)c2)ccc1=O)Nc1ccccc1Br | 1672 | 1534
43 | CC(C)(C)NC(=O)NC(=O)CSc1ncn[nH]1 | 1643 | 1667
44 | C=CCOC(=O)/C(=C\c1ccccc1)NC(=O)c1ccc(C)cc1 | 1571 | 1723
45 | C/C(CCN1CCc2nc(-c3ccccc3)c(-c3ccccc3)cc2C1)=N\O[C@@H](C)c1cn([C@H](CO)Cc2ccccc2)nn1 | 1625 | 1566
46 | CC(C)(C)c1ccc(OCCCNCc2ccccc2)cc1 | 1542 | 1828
47 | Cc1cc(C)nc(SCC(=O)n2c3c(c4ccccc42)CCCC3)n1 | 1502 | 1599
48 | Cc1cc(NC(=O)CSCc2nc(-c3cccc(Cl)c3)oc2C)no1 | 1558 | 1833
49 | CCN(CC)c1ccc(/C=C2/C(=O)ON=C2C)cc1 | 1737 | 2156
50 | COc1ccc(CCN2CC(C(=O)NC3CCCCC3)CC2=O)cc1OC (stereo unspecified) | 1625 | 1731
51 | O=C(NC(=S)Nc1ccc(S(=O)(=O)N2CCCC2)cc1)C1CC1 | 1569 | 1621
52 | Cc1cc(=O)[nH]c(N/N=C/c2cccc([N+](=O)[O-])c2)n1 | 1677 | 1910
53 | CCN(CC)S(=O)(=O)c1ccc(C)c(NC(=S)N2CCN(C/C=C/c3ccccc3)CC2)c1 | 1731 | 2069
54 | CCONC(=NC)c1nonc1N | 1643 | 1817
55 | CC1C(C#N)=C(SCC(N)=O)NC2=C1C(=O)CC(C)(C)C2 (stereo unspecified) | 1344 | 1661
56 | O=c1[nH]c2c(s1)C=Nc1ccccc1N2 | 1531 | 1642
57 | Cc1ccccc1OCc1nc2c3c(ncn2n1)-c1ccccc1CC31CCCC1 | 1683 | 2039
58 | COc1ccccc1CN1C[C@@H]2C[C@@H](c3cccc(C)n3)N3CCC[C@@]23C1=O | 1839 | 1772
59 | COc1ccc(/C=C(/CC(=O)NCc2ccc(Cl)cc2)c2nc3ccccc3s2)cc1 | 1724 | 1836
60 | COc1cccc(CNC(=O)c2ccc(NC(=O)C3CCCO3)cc2)c1 (stereo unspecified) | 1694 | 1370

(cont.)
item | compound | SRC3 TRFRET art | SRC1 TRFRET art
61 | N#Cc1ccc(CO/N=C/c2ccccc2)cc1 | 1567 | 1776
62 | O=[N+]([O-])c1cccc2c(N3CCCC3)ccnc12 | 1508 | 1844
63 | CCOC(=O)CCn1cc(F)c(=O)[nH]c1=O | 1581 | 1949
64 | CCOc1ccccc1NC(=O)C(OC(=O)c1ccccc1)c1ccccc1 (stereo unspecified) | 1660 | 1836
65 | CN1C(=O)C(c2nnc(Nc3cccc4ccccc34)s2)C2CC1(C)Oc1ccccc12 (stereo unspecified) | 1727 | 1775
66 | COc1ccc(/C=N/NC(=O)CN(C)S(=O)(=O)c2ccc(NC(C)=O)cc2)cc1 | 1422 | 1854
67 | O=C(NCCc1ccccc1)C1CCC(Cn2c(=O)c3ccccc3n(Cc3cccnc3)c2=O)CC1 (stereo unspecified) | 1603 | 2106
68 | COc1cccc(=O)c2c(C)n(-c3ccc(C(=O)O)cc3)c(C)c12 | 1413 | 2008
69 | Cc1ccc(-c2csc(NNC(=O)c3ccccc3)n2)cc1 | 1854 | 1805
70 | Cc1ccc(CNC(=O)CSc2ccc(-c3cccs3)nn2)cc1 | 1564 | 2073
71 | Cc1ccc(N(C(=O)c2csnn2)C(C(=O)NC(C)(C)C)c2cccnc2)cc1C (stereo unspecified) | 1658 | 1756
72 | O=C(CN1C(=O)NC2NC(=O)NC21)N/N=C/c1ccccc1O (stereo unspecified) | 1378 | 1993
73 | COC(=O)COc1ccc(C)cc1-n1nc2ccccc2n1 | 1647 | 1980
74 | COc1ccc(-n2cc(-c3ccccc3)c3c(NCCCN4CCOCC4)ncnc32)cc1 | 1541 | 2136
75 | N#Cc1ccc(NC(=O)COC(=O)CSc2nnc(-c3ccc(Cl)cc3)o2)cc1 | 1390 | 1896
76 | COc1ccc(/C(N)=N/OC(=O)c2ccc(OC)c([N+](=O)[O-])c2)cc1OC | 1730 | 2052
77 | COc1ccccc1-n1c(SCC(=O)NC2CCS(=O)(=O)C2)nc2cc([N+](=O)[O-])ccc21 (stereo unspecified) | 1609 | 1574
78 | CN(C)S(=O)(=O)Oc1ccc(C(=O)Nc2cccc(Cl)c2)cc1 | 1549 | 1737
79 | COc1cc2[nH]c(-c3ccc(C)cc3)cc(=O)c2cc1OC | 1535 | 1752
80 | CC1(C)CC(=O)C(C(C2=C(O)CC(C)(C)CC2=O)c2ccc([N+](=O)[O-])cc2)C(=O)C1 (stereo unspecified) | 1616 | 2119

3 records picked at random from those above:
item | compound | SRC3 TRFRET art | SRC1 TRFRET art
68 | COc1cccc(=O)c2c(C)n(-c3ccc(C(=O)O)cc3)c(C)c12 | 1413 | 2008
74 | COc1ccc(-n2cc(-c3ccccc3)c3c(NCCCN4CCOCC4)ncnc32)cc1 | 1541 | 2136
67 | O=C(NCCc1ccccc1)C1CCC(Cn2c(=O)c3ccccc3n(Cc3cccnc3)c2=O)CC1 (stereo unspecified) | 1603 | 2106

The list continues:
item | compound | SRC3 TRFRET art | SRC1 TRFRET art
81 | COc1ccc(C(=O)NC(=S)Nc2cc3oc4ccccc4c3cc2OC)cc1 | 1508 | 1921
82 | CCC(CC)NC(=O)COC(=O)CCC(=O)c1cccs1 | 1414 | 1923
83 | Cc1cc(/C=C2/NC(=O)N(Cc3ccccc3F)C2=O)c(C)n1C(C)C | 1446 | 1903
84 | O=C(NC1CCCC1)C(=O)N(c1ccccc1F)C(C(=O)NCC1CCCO1)c1cccs1 (stereo unspecified) | 1673 | 1885
85 | C/C(=N\NC(=O)c1cc(C)oc1C)c1ccc(N2CCOCC2)cc1 | 1503 | 1884
86 | Cc1ccc2oc(=O)n(CCOc3ccccc3)c2c1 | 1580 | 1600
87 | O=C(COC(=O)C1CCCCC1)NCCc1ccccc1 | 1567 | 1870
88 | COc1ccc(-c2nn(C)c3sc(C(=O)N4CCOCC4)cc23)cc1OC | 1858 | 1549
89 | CN(c1ccc(C(=O)Nc2ccc(CC#N)cc2)cc1)S(C)(=O)=O | 1702 | 1754
90 | COc1ccc(CCNc2nc(-c3cccc(NC(C)=O)c3)cs2)cc1OC | 1624 | 1830
91 | O=C(Nc1nnc(Cc2c[nH]c3ccccc23)s1)c1ccc(Cl)cc1Cl | 1623 | 1647
92 | Cc1ccc(C(=O)CSc2nnc(CNc3ccc(F)cc3)o2)cc1 | 1584 | 1712
93 | COc1ccc(N2CCN(CCNC(=O)CCNS(=O)(=O)c3cccs3)CC2)cc1 | 1501 | 2024
94 | CC(C#N)Sc1nnc(Nc2ccccc2)s1 (stereo unspecified) | 1838 | 1976
95 | C/C(=N\NC(=O)C1CC1)c1ccc(NC(=O)c2ccc(Br)o2)cc1 | 1553 | 1654
96 | COc1ccc(C(=O)/C=C/c2cn(CC(O)CN3CCOCC3)c3ccccc23)cc1 (stereo unspecified) | 1650 | 1638
97 | COc1ccc(OCC(=O)N/N=C(\C)c2ccc(OC)cc2)cc1 | 1469 | 1799
98 | COc1cccc(CN(C)C(=O)c2cccc(OC3CCN(C4CCCC4)CC3)c2)c1 | 1511 | 1860
99 | COc1ccc(Cc2c(C)nc(N)nc2Cl)cc1 | 1479 | 1993
100 | CCC(NS(=O)(=O)c1cnn(CC)c1)c1ccccc1 (stereo unspecified) | 1522 | 1691

Rewritten as labelled records: part of the list above
92: Cc1ccc(C(=O)CSc2nnc(CNc3ccc(F)cc3)o2)cc1
  SRC3 TRFRET art: 1584
  SRC1 TRFRET art: 1712

93: COc1ccc(N2CCN(CCNC(=O)CCNS(=O)(=O)c3cccs3)CC2)cc1
  SRC3 TRFRET art: 1501
  SRC1 TRFRET art: 2024

94: CC(C#N)Sc1nnc(Nc2ccccc2)s1 (stereo unspecified)
  SRC3 TRFRET art: 1838
  SRC1 TRFRET art: 1976

95: C/C(=N\NC(=O)C1CC1)c1ccc(NC(=O)c2ccc(Br)o2)cc1
  SRC3 TRFRET art: 1553
  SRC1 TRFRET art: 1654

Back to the main list, repeating the 2 entries before the break.
item | compound | SRC3 TRFRET art | SRC1 TRFRET art
99 | COc1ccc(Cc2c(C)nc(N)nc2Cl)cc1 | 1479 | 1993
100 | CCC(NS(=O)(=O)c1cnn(CC)c1)c1ccccc1 (stereo unspecified) | 1522 | 1691
101 | FC(F)(F)c1cccc(OCCN2CCN(Cc3ccccc3)CC2)c1 | 1673 | 2038
102 | CCC(C(=O)N1CCc2ccccc2C1)n1nc(C)n2c(cc3occc32)c1=O (stereo unspecified) | 1190 | 1841
103 | CCCN(CCC)C(=O)Cn1c(=O)c2sccc2n2c(=S)sc(-c3ccccc3)c12 | 1406 | 1972
104 | CCOC(=O)c1c(NC(=O)CSc2ccccc2C(=O)O)sc(C)c1C | 1575 | 1611
105 | NC(=O)[C@@H]1CCCNc2c(I)cc([N+](=O)[O-])cc2C(=O)N[C@@H](CO)C(=O)N[C@@H](Cc2ccc(O)cc2)C(=O)N1 | 1362 | 1505
106 | Cc1cc(C)c2c(CC(=O)NN(C)C)coc2c1 | 1517 | 1861
107 | O=c1c2c3c(sc2nc2n1CCCCC2)CCCC3 | 1600 | 1702
108 | O=C1C(Cc2cccc([N+](=O)[O-])c2)S/C(=N/N=C/c2ccco2)N1c1ccccc1 (stereo unspecified) | 1448 | 1526
